PLCg1 inh: blocks human PLC-gamma1 enzyme activity; P19174; purified PLC-gamma1, fluorogenic substrate, fluorescence; inhibition, % at 12.2 µM; actives 0.84% (n = 370,000); AID 720700; in the data active = inhibition above about 9.5%
ADAM17 inh: inhibitors of human ADAM17. actives 0.83% (n = 370,000). AID 720648. inhibition, % at 6.95 µM. P78536. recombinant ADAM17, EDANS/DABCYL FRET peptide cleavage;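 active = inhibition above the mean of compounds lying between control limits plus 3 SD, set per campaign, cut at about 8.5% in these data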;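 also: 0% = DMSO-only wells as the low control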
ADAM10 inh: inhibitors of human ADAM10; recombinant ADAM10, EDANS/DABCYL FRET peptide cleavage, 3 h; inhibition, % at 7 µM; actives 0.62% (n = 370,000); AID 720582;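 active = inhibition above a per-campaign cutoff equal to the mean of compounds falling between control-based bounds plus 3 SD, cut at about 20% in these data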;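 also: 0% = DMSO wells while the 100% control is not disclosed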
Target sequence (O14672 214-748 limits assumed): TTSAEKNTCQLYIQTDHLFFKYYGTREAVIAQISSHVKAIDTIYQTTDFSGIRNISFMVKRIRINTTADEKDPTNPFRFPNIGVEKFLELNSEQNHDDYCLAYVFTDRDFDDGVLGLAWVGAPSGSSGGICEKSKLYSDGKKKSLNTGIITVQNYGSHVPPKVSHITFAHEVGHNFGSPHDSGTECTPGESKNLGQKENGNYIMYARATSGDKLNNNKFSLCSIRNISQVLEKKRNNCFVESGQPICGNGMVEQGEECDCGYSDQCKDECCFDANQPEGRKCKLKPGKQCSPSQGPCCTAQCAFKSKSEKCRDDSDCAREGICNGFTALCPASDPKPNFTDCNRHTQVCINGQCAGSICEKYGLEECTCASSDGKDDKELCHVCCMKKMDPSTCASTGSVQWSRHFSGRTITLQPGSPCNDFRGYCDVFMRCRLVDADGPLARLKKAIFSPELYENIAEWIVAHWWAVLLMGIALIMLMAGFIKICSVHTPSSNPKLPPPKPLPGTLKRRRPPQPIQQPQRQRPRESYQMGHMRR
GAA850 FXN act: frataxin GAA850 promoter activation | HEK293 lucGAA850 FXN promoter luciferase reporter, 24 h; percent of 10 µM SAHA response | activation, % at 6 µM | actives 0.56% (n = 360,000) | AID 540364;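 active = activation above the average of all compounds screened plus 3 SD, cutoff fixed separately per campaign, cut at about 7.5% in these data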;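 also: 0% = DMSO wells and 100% = 10 µM SAHA wells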
hcDAF12 agonist: activates DAF-12 receptor from parasite H. contortus; HEK293 hcDAF-12 lit1-tk-luc reporter, luminescence; 0% DMSO, 100% Δ7-dafachronic acid; activation, % at 6.8 µM; actives 1.4% (n = 370,000); AID 652067;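 active = activation above the mean of all tested compounds plus 3 SD, cut at about 5.5% in these data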;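 also: 100% = response to 3 µM Δ7-dafachronic acid high control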
DAX1 inh-1: blocks DAX1 repression of SF-1 activated StAR promoter. actives 1.1% (n = 370,000). inhibition, % at 6.8 µM. AID 652010. HEK293T StAR-luciferase reporter, SF-1/DAX-1 repression relief;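 active = inhibition above the mean over all tested compounds plus 3 SD, cut at about 3.6% in these data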;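 also: 0% = DAX-1 cells with DMSO and 100% = cells lacking DAX-1 with DMSO; higher inhibition means more luminescence from relief of DAX-1 repression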
PLC-beta3 inh: PLC-beta3 (human) inhibition, primary screen; Q01970; Purified PLC-beta3, fluorogenic substrate, fluorescence; inhibition, % at 12.2 µM; actives 0.18% (n = 370,000); in the data active = inhibition above about 11%;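 also: 0% = median of compound wells on plate and 100% = full blocker control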
ssDAF-12 act: activates DAF-12 receptor from parasite S. stercoralis | HEK293 ssDAF-12/GRIP1 lit1-tk-luc reporter, luminescence; % of 3 µM dafachronic acid response | activation, % at 6.8 µM | actives 1% (n = 370,000) | AID 652126;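 active = activation above the mean over all tested compounds plus 3 SD, cut at about 0.9% in these data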;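 also: 0% = DMSO-only wells and 100% = 3 µM delta7-dafachronic acid wells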
sPLA2-III inh: Blocks human group III sPLA2 activity. Q9NZ20. QFRET BODIPY PC-A2 liposome hydrolysis, fluorescence. inhibition, % at 12.2 µM. actives 0.56% (n = 370,000);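 active = inhibition above mean plus 3 SD of compounds lying within the high and low control bounds, cut at about 19% in these data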;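 also: 0% = median of test compound wells and 100% = no enzyme DMSO wells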
DAX1 inh-2: NR0B1 (DAX1) inhibition | inhibition, % at 6.75 µM | P51843 | HEK293 Gal4-DAX1 luciferase reporter, luminescence | AID 504766 | actives 0.99% (n = 340,000);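 active = inhibition above the mean over all tested compounds plus 3 SD, cut at about 4.2% in these data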;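 also: 0% = DAX1-transfected cells with DMSO and 100% = empty-vector control cells with DMSO; inhibition shows as a rise in luminescence from relieved DAX1 repression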
Target sequence (P51843 207-470 limits assumed): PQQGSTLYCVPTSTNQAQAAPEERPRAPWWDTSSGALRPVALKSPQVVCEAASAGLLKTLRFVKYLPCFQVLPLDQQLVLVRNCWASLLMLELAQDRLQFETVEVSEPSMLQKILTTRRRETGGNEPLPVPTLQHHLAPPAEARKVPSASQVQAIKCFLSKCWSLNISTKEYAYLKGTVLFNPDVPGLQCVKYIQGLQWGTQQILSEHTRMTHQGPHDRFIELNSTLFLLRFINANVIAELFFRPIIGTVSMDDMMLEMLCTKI
hgDAF12 agonist: agonists of H. glycines DAF-12 nuclear receptor; HEK293 GAL4-hgDAF12 UAS-luciferase reporter, agonist luminescence; normalized to butyrate control; activation, % at 6.8 µM; actives 1.8% (n = 370,000); AID 687014;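 active = activation above a cutoff set at the mean of all screened compounds plus 3 SD, cut at about 10% in these data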;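 also: 0% = DMSO wells and 100% = sodium butyrate wells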
* hit, by the source's call; i = inactive; . = no result given; & = joins results of further samples. These rows are one share of the data (hit frequency here may not be typical).

SMILES	PLCg1 inh	ADAM17 inh	ADAM10 inh	GAA850 FXN act	hcDAF12 agonist	DAX1 inh-1	PLC-beta3 inh	ssDAF-12 act	sPLA2-III inh	DAX1 inh-2	hgDAF12 agonist
Nc1cc(N2CCNCC2)c([N+](=O)[O-])cc1Cl	2	0	1	2.0	-1.9	0.4	2	-0.8	6	1.9	0.1
CN1C2CNC(=O)CC1C1CCC2C1 (centres undefined)	1	-1	-17	-0.3	-1.6	-0.1	5	-0.7	-6	-0.5	1.9
COc1ccc(N2C(=O)/C(=C/c3ccc(C)o3)C(=O)NC2=S)c(OC)c1	-7	0	7	1.9	-0.1	0.0	-16	-0.7	-5	-1.0	0.1
CC(=NCCN1CCOCC1)c1c(O)n(-c2ccccc2C)c(=O)[nH]c1=O	3	-3	-11	0.0	-0.7	-1.0	-3	-1.1	1	0.9	-1.8
CC(C)NC1C2CCC(CC2)C1(O)c1ccc(Cl)c(Cl)c1 (centres undefined)	-2	-3	-15	-5.9	0.5	-0.7	-6	-1.6	3	3.0	-1.7
Cc1ccc(Oc2cc(NN3CCCCC3)c([N+](=O)[O-])cc2[N+](=O)[O-])c([N+](=O)[O-])c1	6	2	10	-0.6	-0.5	-0.2	5	-0.8	3	0.0	0.5
CC1CCC(NCCc2ccc3c(c2)OCO3)CC1 (centres undefined)	1	-2	9	-2.5	-0.7	0.0	0	-1.1	7	0.9	0.9
CC(=O)N(C)CC#CCN1CCC(O)CC1	0	-2	-6	-1.2	-1.2	0.0	0	-1.3	4	-0.6	2.1
CC(=O)Nc1ccccc1C(=O)OCc1ccccc1F	0	-3	1	2.7	2.7	-0.2	-6	-1.7	-3	-0.5	4.8
Cc1ccc(S(=O)(=O)N(C)CCCC(=O)N2CCN(c3ccccn3)CC2)cc1	-1	-6	-15	1.6	-2.2	-0.2	-1	-1.8	1	-1.7	-1.2
O=C(CNC(=O)c1ccc(Br)cc1)Nc1ccc(Br)cc1C(=O)c1ccccc1	-2	1	-1	-0.5	-0.8	0.1	-2	-2.1	-1	2.4	-0.9
CN(C)Cc1ccccc1OC(=O)N(C)C	2	-3	-5	-0.5	-2.1	0.0	0	-0.8	3	-0.9	-1.3
CC1CN1P(=O)(Oc1ccc2ccccc2c1)N1CC1C (centres undefined)	-2	-5	-19	-0.2	-0.7	0.0	-4	-0.8	-2	0.0	2.1
CCCCn1c(=O)c(C(=O)Nc2cnccn2)c(O)c2ccccc21	2	-5	-19	1.5	3.4	-0.2	2	-1.1	4	0.1	3.2
COCCCn1c(N)c(C(=O)OC(C)COC)c2nc3ccccc3nc21 (centres undefined)	i	i	i	-0.2	-0.3	-1.1	i	-1.1	-2	-0.6	-4.5
FC(F)(F)c1ccc(NC2=NCCCS2)cc1	2	-5	2	2.5	-1.1	0.0	-5	-0.8	4	0.7	3.1
O=C1NCN(c2ccccc2)C12CCN(C(CCc1ccccc1)c1nnnn1-c1ccc3c(c1)OCCO3)CC2 (centres undefined)	5	11*	25*	.	-2.0	-3.8	2	-1.5	-15	.	-0.1
CCOC(=O)CCCCCNC(=O)c1c(O)[nH]c(=O)[nH]c1=O	9	-5	4	-0.6	-1.0	0.1	3	-1.0	14	1.3	0.5
O=c1ccc2cc3ccoc3c(O)c2o1	-25	-26	-92	-0.8	0.1	-0.9	-29	-1.0	3	0.4	1.5
N[C@@H](Cc1c[nH]c2ccccc12)c1nnc(SCc2ccccc2)o1	-3	0	5	0.2	-0.2	-0.1	-8	-1.3	-25	-0.5	-0.1
O=C(N[C@H]1CP(=O)(Oc2ccccc2)O[C@H](COCc2ccccc2)[C@H]1O)C(Cl)(Cl)Cl (some centres undefined)	0	-3	4	-3.5	-1.1	-0.5	2	-1.1	-13	-1.1	2.8
Cc1c(C(=O)c2cccc3ccccc23)c2cccc3c2n1[C@H](CN1CCOCC1)CO3	-4	5	20*	0.0	-1.4	-0.5	-5	-1.1	-20	-0.1	-0.1
COC(=O)C1=C(c2ccc(S(C)(=O)=O)cc2)C[C@@H]2CC[C@H]1N2C	-2	-2	-1	0.1	-1.5	0.0	1	-0.8	-3	2.4	-0.6
CC(C)CC12CN3CCN(CC(C3)C1O)C2 (centres undefined)	5	3	-7	1.1	-0.4	0.7	5	-1.2	16	0.5	-0.4
O=P(Oc1ccccc1)(Oc1ccccc1)C(Nc1ccccc1)c1ccccc1 (centres undefined)	2	-2	-1	-0.5	0.0	0.6	3	-0.7	-5	0.0	-0.8
SMILES	PLCg1 inh	ADAM17 inh	ADAM10 inh	GAA850 FXN act	hcDAF12 agonist	DAX1 inh-1	PLC-beta3 inh	ssDAF-12 act	sPLA2-III inh	DAX1 inh-2	hgDAF12 agonist
c1ccc2c(c1)CC1CNCc3cccc(c31)S2 (centres undefined)	1	-1	-7	1.2	0.0	-0.3	1	-0.7	11	1.2	-1.2
O=c1[nH]c(O)c(/C=C2\C=Nc3ccc(OCc4ccccc4)cc32)c(=O)[nH]1	-6	-6	-5	2.7	-0.2	-0.7	-20	-1.6	3	0.9	0.6
Cc1cc(C)c(C)c(C(O)(C(=O)O)c2ccccc2)c1C (centres undefined)	1	-3	-9	-1.3	-0.3	0.1	-3	-1.5	4	3.8	-0.2
CNC(=S)N(C)CCc1cc2c(c(OC)c1/C=C1/C(=O)NC(=O)N(C)C1=O)OCO2	-37	-1	-9	1.5	-1.8	0.0	-62	-0.2	0	1.7	1.6
CCOC(=O)[C@]12Cc3cc(OC)ccc3[C@H]1N(C1CCCCC1)C(=O)c1ccccc12	-1	-2	-6	.	-4.5	-3.0	3	-0.9	-3	.	-6.9
O=C(c1ccccc1[N+](=O)[O-])N1CCC2(CC1)OCCO2	0	1	1	1.9	0.8	0.3	-6	0.3	4	6.0*	3.9
Cc1cc(/C=C2/C(=O)NC(=O)N(Cc3ccco3)C2=O)c(C)n1-c1ccc(C(=O)O)cc1	-4	-7	-11	-0.1	-0.6	-0.5	-21	-1.3	-2	-0.2	-0.9
Cc1cc(C)c2c(c1)NP(=S)(c1ccccc1)N2 (centres undefined)	-12	-12	-51	5.3	4.5	4.5*	-12	-0.1	-4	1.6	13*
Cc1ccn2nc(S(=O)(=O)Nc3c(F)cccc3F)nc2n1	-1	-2	-8	2.2	-1.1	-0.6	1	-1.2	3	1.1	-1.7
CC(C)CC(N(C)C)C1(c2ccc(Cl)cc2)CCC1 (centres undefined)	1&3	-5&-3	-17&-10	-2.6&1.3	2.1&3.2	0.1&0.9	-2&2	-1.0&-1.5	10&12	-0.2&0.6	-1.0&0.7
CCOC(=O)c1c(C)n(Cc2ccco2)c2ccc(OC)cc12	-1	-3	-7	3.1	-1.4	-0.4	-2	-1.6	-2	-1.2	1.1
C=C1C(=O)OC2C1CCC(C)C1(O)C=CC(=O)C21C (centres undefined)	5	4	-11	-13	0.5	-1.3	7	0.5	5	-5.0	-6.5
CN1C(=O)NC(=O)/C(=C\C=C\c2ccccc2[N+](=O)[O-])C1=O	-7	-5	-20	.	5.0	0.0	-9	1.4*	-1	.	3.0
COc1ccc(C(C)=O)cc1CC(C(=O)c1ccccc1)N(C)C (centres undefined)	-5	-1	2	3.5	0.3	0.1	-5	-0.8	-6	-0.1	7.4
CN1CCN(c2nc3ccccc3c(=O)n2-c2ccccc2)CC1	-1	-5	-11	0.1	0.7	-0.5	3	-1.5	3	-0.4	-0.5
COP(=O)(OC)C1(Nc2ccc(C)cc2)CCCCC1	-1	-1	-7	-0.6	-1.3	0.3	0	-1.1	-6	-0.3	-0.3
Cc1nn(-c2ccccc2)c2c1CC1(C(=O)N(C)C(=O)N(C)C1=O)C1CCCCN21 (centres undefined)	1	-1	6	1.6	-0.7	-0.3	2	-1.2	-5	0.1	4.8
C=CCCC1(CC)C(=O)NC(=S)NC1=O	3	-4	-11	-2.8	-1.1	1.0	7	-0.4	2	-1.4	-2.1
COC(=O)[C@@H](c1ccccc1)C1CCCCN1 (some centres undefined)	1	-1	-20	3.9	0.8	-0.1	-3	-0.9	11	1.0	-0.7
Cc1ccccc1CN1CCN(Cc2ccccc2)CC1	-1	0	-2	0.7	0.7	0.7	1	-1.4	-3	-0.9	2.6
COc1cccc(C(=O)C2CCCN(C3CCOCC3)C2)c1 (centres undefined)	-5	-6	-4	0.8	1.5	1.6	-9	0.2	1	0.4	4.5
c1ccc2c3c(ccc2c1)OCC1CONC31 (centres undefined)	-2	-6	-15	.	-0.5	0.8	-2	-0.6	-8	.	-1.6
CC1=CC(C)C(COC(N)=O)(COC(N)=O)C(C)C1 (centres undefined)	-1	-2	3	2.0	-2.1	-0.2	-1	-1.2	-4	1.8	-2.5
COc1cc2c3c(c1OC)-c1cc(O)ccc1CC3NCC2 (centres undefined)	-14	-5	-14	-0.8	-1.4	-0.6	-19	-1.2	4	-0.2	2.5
CCCC12CN3CC(CCC)(CN(C1)C3c1ccccn1)C2=O (centres undefined)	3	-4	1	-1.2	-0.9	-0.8	-1	-1.3	7	0.0	0.4

Compound profiles, as listed above.
CC1CCC(NCCc2ccc3c(c2)OCO3)CC1 (centres undefined) as listed: PLCg1 inh: 1; ADAM17 inh: -2; ADAM10 inh: 9; GAA850 FXN act: -2.5; hcDAF12 agonist: -0.7; DAX1 inh-1: 0.0; PLC-beta3 inh: 0; ssDAF-12 act: -1.1; sPLA2-III inh: 7; DAX1 inh-2: 0.9; hgDAF12 agonist: 0.9
CN(C)Cc1ccccc1OC(=O)N(C)C as listed: PLCg1 inh: 2; ADAM17 inh: -3; ADAM10 inh: -5; GAA850 FXN act: -0.5; hcDAF12 agonist: -2.1; DAX1 inh-1: 0.0; PLC-beta3 inh: 0; ssDAF-12 act: -0.8; sPLA2-III inh: 3; DAX1 inh-2: -0.9; hgDAF12 agonist: -1.3

The results go on.
SMILES	PLCg1 inh	ADAM17 inh	ADAM10 inh	GAA850 FXN act	hcDAF12 agonist	DAX1 inh-1	PLC-beta3 inh	ssDAF-12 act	sPLA2-III inh	DAX1 inh-2	hgDAF12 agonist
OC1(c2ccc(F)cc2)CC2CCC(C1)N2Cc1nnnn1C1CCCC1 (centres undefined)	-2	-5	8	1.4	1.2	-2.4	1	-1.6	-3	-0.2	0.2
CCCC(C)C1(CC)C(=O)NC(=Nc2ccccc2)NC1=O (centres undefined)	-2	-1	9	2.4	-0.9	0.2	5	-0.3	11	0.3	1.6
O=C(NCC1=C(c2ccc3ccccc3c2)C[C@@H]2CC[C@H]1N2Cc1ccco1)c1nccs1	5	3	-6	-2.5	-1.0	0.4	-3	-1.1	-1	0.7	-3.2
CN(C)CCN(CC1CCCN(Cc2ccccc2F)C1)C(=O)Cc1ccc(F)c(F)c1 (centres undefined)	1	1	5	1.3	-2.1	-0.3	-8	-1.2	-19	0.1	-2.6
Cc1cc(O)c(CN2CC=C(c3ccccc3)CC2)cc1C(C)C	3	1	1	1.2	-0.2	-0.4	-4	-0.9	-3	-0.4	-1.2
O=C1CCCC2=C1C(c1cccnc1)Nc1ccccc1N2 (centres undefined)	4	3	6	-0.5	0.6	-0.3	3	-0.7	5	1.4	4.9
O=C(/C=C/C=C/c1ccccc1)CC1(O)C(=O)Nc2ccccc21 (centres undefined)	1	-3	-11	-4.0	4.3	-0.9	-5	-0.6	-7	-1.9	1.2

Source: PubChem
